PREPL inh – inhibits the human prolyl oligopeptidase-like enzyme. Q4J6C6. recombinant PREPL, fluorescence polarization activity-based probe. inhibition, % at 5.96 µM. 320,000 compounds, 0.68% hits; in the data active = inhibition above about 43%;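 also: 0% = enzyme with DMSO and 100% = wells lacking enzyme; many of its hits are not listed in these tables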
LYPLA2 inh – LYPLA2 (human) inhibition in PME1 counter-screen | O95372 | 320,000 compounds, 0.38% hits | recombinant LYPLA2, FP-Rh probe fluorescence polarization | inhibition, % at 5.9 µM;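 active = inhibition above the screen-wide mean plus 3 SD, limit set per campaign, cut at about 26% in these data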;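 also: 0% = LYPLA2 with DMSO and 100% = wells lacking LYPLA2 enzyme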
PAFAH1B3 FP inh – inhibitors of human PAFAH1B3 | Q15102 | recombinant PAFAH1B3, FP-rhodamine probe, fluorescence polarization | inhibition, % at 3.39 µM | 340,000 compounds, 0.28% hits | AID 492972;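 active = inhibition above the screen-wide average of all tested compounds plus 3 SD, cut at about 25% in these data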;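 also: 0% = enzyme with DMSO only and 100% = wells lacking PAFAH1B3 protein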
Target sequence (Q15102 whole entry, looked up): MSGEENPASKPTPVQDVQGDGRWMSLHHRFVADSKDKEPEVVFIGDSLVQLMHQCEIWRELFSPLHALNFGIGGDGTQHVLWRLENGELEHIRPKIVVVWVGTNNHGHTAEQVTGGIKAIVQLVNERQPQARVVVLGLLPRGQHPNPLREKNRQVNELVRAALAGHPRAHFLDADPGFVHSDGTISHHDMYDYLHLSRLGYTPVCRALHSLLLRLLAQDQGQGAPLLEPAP
PAD4 inh – blocks human protein arginine deiminase 4; Q9UM07; recombinant PAD4, RCA probe fluorescence polarization; inhibition, % at 6.36 µM; 330,000 compounds, 0.41% hits; AID 485272;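 active = percent inhibition above a cutoff equal to the mean of all tested compounds plus 3 SD, cut at about 15% in these data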;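 also: 0% = PAD4 with RCA probe and DMSO and 100% = probe without PAD4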
LYPLA1 counter – counter-screen for PME1 inhibitors: inhibitors of human LYPLA1; O75608; recombinant LYPLA1, FP-Rh probe fluorescence polarization; inhibition, % at 5.9 µM; 320,000 compounds, 0.16% hits; AID 2174;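 active = inhibition above the mean of all tested compounds plus 3 SD, set per campaign, cut at about 14% in these data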;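 also: inhibitors block serine hydrolase probe labeling of LYPLA1 so polarization falls; 0% = enzyme with DMSO and 100% = wells lacking LYPLA1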
Target sequence (O75608 whole entry, looked up): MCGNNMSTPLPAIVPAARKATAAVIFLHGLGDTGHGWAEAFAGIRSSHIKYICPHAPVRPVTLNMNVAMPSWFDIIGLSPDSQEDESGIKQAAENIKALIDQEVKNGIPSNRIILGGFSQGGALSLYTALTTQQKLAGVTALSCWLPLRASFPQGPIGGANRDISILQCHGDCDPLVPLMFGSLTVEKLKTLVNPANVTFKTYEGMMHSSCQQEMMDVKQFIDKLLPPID
PME-1 primary – PME-1 (human) inhibition | Q9Y570 | recombinant PME-1, FP-Rh probe fluorescence polarization | inhibition, % at 5.9 µM | 320,000 compounds, 0.53% hits;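 active = inhibition above the campaign mean of all compounds plus 3 SD, cut at about 26% in these data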;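 also: competitive labeling of PME-1 active site by serine hydrolase directed probe; 0% = PME-1 with DMSO and 100% = wells lacking PME-1 enzyme; inhibitors block probe labeling so polarization falls and inhibition rises; many of its hits are not listed in these tables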
pPAFAH FP inh – pPAFAH (human) enzyme inhibition; Q13093; recombinant pPAFAH, FP-rhodamine probe fluorescence polarization; inhibition, % at 3.39 µM; 330,000 compounds, 1.5% hits;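 active = inhibition above the mean inhibition across the screen plus 3 SD, cut at about 25% in these data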;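 also: inhibitors block binding of the rhodamine activity-based probe so polarization drops; 0% = enzyme with DMSO and 100% = wells lacking pPAFAH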
Target sequence (Q13093 whole entry, looked up): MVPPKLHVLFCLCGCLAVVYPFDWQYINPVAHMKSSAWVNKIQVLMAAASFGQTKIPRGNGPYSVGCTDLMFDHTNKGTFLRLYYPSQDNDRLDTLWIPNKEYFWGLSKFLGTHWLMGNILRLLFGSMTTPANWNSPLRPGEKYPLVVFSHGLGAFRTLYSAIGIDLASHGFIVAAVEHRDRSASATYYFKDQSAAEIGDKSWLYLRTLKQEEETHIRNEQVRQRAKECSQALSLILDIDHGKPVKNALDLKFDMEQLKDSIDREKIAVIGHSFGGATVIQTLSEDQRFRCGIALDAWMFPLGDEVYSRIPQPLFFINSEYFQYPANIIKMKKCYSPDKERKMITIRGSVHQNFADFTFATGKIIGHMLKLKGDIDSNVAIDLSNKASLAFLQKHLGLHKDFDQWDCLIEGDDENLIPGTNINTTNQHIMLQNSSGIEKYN
PAFAH1B2 inh – blocks human PAF acetylhydrolase 1b catalytic subunit 2; inhibition, % at 3.39 µM; AID 492953; P68402; recombinant PAFAH1B2, FP-rhodamine activity probe, fluorescence polarization; 340,000 compounds, 1.2% hits;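 active = inhibition above the mean of all tested compounds plus 3 SD, cut at about 24% in these data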;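 also: 0% = enzyme with DMSO and 100% = wells lacking PAFAH1B2; many of its hits are not listed in these tables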
GSTO1 counter – GSTO1 inhibition, counter-screen for RBBP9 inhibitors; AID 1974; recombinant GSTO1, activity-based probe fluorescence polarization; P78417; inhibition, % at 5.96 µM; 300,000 compounds, 1.1% hits;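 active = inhibition above the campaign mean inhibition plus 3 SD, cut at about 35% in these data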;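 also: 0% = GSTO1-1 with DMSO and 100% = wells lacking GSTO1-1 enzyme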
Active calls of the source: *; · = no result given. Only part of the results is shown; count on the stated rates, not on these rows.

SMILES	PREPL inh	LYPLA2 inh	PAFAH1B3 FP inh	PAD4 inh	LYPLA1 counter	PME-1 primary	pPAFAH FP inh	PAFAH1B2 inh	GSTO1 counter
COc1ccc(OCc2n[nH]c(=S)n2-c2ccc(C)cc2)cc1	-3	7	4	-4	4	-2	9	10	0
COCCCNC(=O)CN(c1ccc(F)cc1)S(=O)(=O)c1ccc2c(c1)OCCO2	-6	-1	8	-2	3	2	3	5	-1
CCOC(=O)Cc1ccc(NC(=O)c2ccc(C(C)(C)C)cc2)cc1	-8	-1	10	3	-4	-8	11	1	-3
COc1ccccc1C(=O)NC(CCSC)C(=O)NNC(=O)c1csc(N2CCOCC2)n1 (configuration not stated)	0	10	8	1	3	-5	0	1	0
O=C(NCc1ccc2c(c1)OCO2)c1cc2c(s1)CSC2	-1	-3	0	-7	-10	1	21	-1	-5
CCCCOc1ccc(C(=O)NNC(=S)NC(=O)CC)cc1	9	6	0	1	0	3	7	5	-2
Cn1c(=O)c2c(nc(OC/C=C/c3ccccc3)n2C)n(C)c1=O	8	-2	4	-2	-4	-1	-5	-4	0
O=[N+]([O-])c1cc(C(F)(F)F)ccc1N1CCC(O)CC1	-4	-6	12	-2	0	-3	5	7	-12
CCOC(=O)Cn1nc(-c2ccccc2)c2cnc3ccc(CC)cc3c21	-9	-1	-4	0	-4	-5	8	1	3
COCCn1c(=O)c2ccccc2c2ccccc2c1=O	3	-1	6	-2	3	8	0	-7	5
CC1CCN(C(=O)c2nc[nH]c2C(=O)N2CCC(C)CC2)CC1	3	-5	5	-2	2	0	4	2	·
Cc1cc(=O)n2nc(N3CCCC3C(=O)Nc3ccc(C(C)C)cc3)sc2n1 (configuration not stated)	10	3	4	-1	0	-7	9	11	6
O=C(CN1C(=O)c2ccccc2C1=O)N1CCN=C1c1ccccc1	-5	4	10	-1	4	-4	4	6	4
Cc1ccc(C)c(NS(=O)(=O)c2csc(C(N)=O)c2)c1	-4	-2	4	-3	-1	9	6	8	1
Cc1cccc(NS(=O)(=O)c2c(C)noc2C)c1	-2	-4	7	0	-1	3	2	6	10
Cc1ccc(OCCC(=O)Nc2ccc(S(=O)(=O)Nc3nccs3)cc2)cc1	2	8	-4	2	-2	3	10	8	·
COc1ccc(CCNC(=O)c2ccc(N(C)S(=O)(=O)c3ccccc3)cc2)cc1	1	-5	-1	0	-3	-1	-3	7	4
CCN(C(=O)COc1ccc(C(C)=O)cc1)c1cccc2ccccc12	-10	·	1	-1	·	·	0	-1	·
CCCCCCCCOC(=O)C(NC(=O)CCC(=O)Nc1ccc(S(N)(=O)=O)cc1)C(O)c1ccccc1 (configuration not stated)	9	-5	-1	2	0	-7	0	0	0
Cc1cc(C)c(S(=O)(=O)N2CCCC2)c(C)c1	-22	0	1	1	-2	-6	-8	-2	4
CCC(=O)Nc1ccc(C(=O)NCCCn2ccnc2)cc1	20	14	-4	8	3	-9	4	3	2
COc1nsnc1NS(=O)(=O)c1ccc(NC(=S)NC(=O)c2ccncc2)cc1	15	0	1	-1	3	-5	4	-1	5
Cc1nn(-c2ccccc2)nc1C(=O)Nc1nnc(C(F)(F)F)s1	14	4	13	0	0	-7	-6	7	-44
C/C(=N\NC(=O)NC1CCCCC1)C1CCCCC1	1	4	-6	-4	-4	0	5	-5	2
COc1ccc(NC(=O)c2nc[nH]c2C(=O)NCCCCCNC(=O)OC(C)(C)C)cc1	11	5	·	-6	0	-4	-1	·	-3
CC(=O)c1cc(C#N)c(Oc2ccc(Cl)cc2Cl)nc1C	4	1	6	-2	-3	-3	-2	-3	4
CN(CCOc1ccc(Br)cc1)C(=O)CNC(=O)c1ccc2ccccc2c1	-55	4	2	4	-6	-9	-6	16	9
O=C(CSc1ccc(Cl)cc1)Nc1ncccn1	-16	2	-11	-2	2	-2	1	-7	1
COc1ccc(Cl)cc1C(=O)NCCCN1CCOCC1	0	-2	4	-1	-1	-1	6	4	0
O=C(N/C(=C\c1ccco1)C(=O)N1CCC(O)CC1)c1ccccc1	-5	0	4	3	0	-8	9	7	3
Cn1c(=O)oc2cc(S(=O)(=O)N3CCN(c4ccccn4)CC3)ccc21	-12	0	0	6	0	1	-1	8	4
COC(=O)C1CSC(C(=O)OC)N1C(=O)CN1CCN(c2ccccc2)CC1 (configuration not stated)	-3	-1	4	-3	0	6	-4	0	-2
COc1ccc(/C(O)=C2/C(=O)C(=O)N(Cc3cccnc3)C2c2ccccn2)cc1 (configuration not stated)	-1	2	-1	2	3	-8	3	1	1
Cc1ccc(C(=O)N2CC3(C)CN(C(=O)c4ccc(C)cc4)CC(C)(C2)C3=O)cc1	0	1	5	6	2	-1	5	-2	2
Cc1cc2c(NCCc3ccccc3)ncnc2s1	2	1	4	5	3	-10	5	-7	-1
CC1CCN(c2ccccc2N)CC1	6	2	5	2	1	-6	3	8	0
CSCCC(NC(=O)C1CCC(C)CC1)C(=O)O (configuration not stated)	-11	2	-3	-4	0	4	3	5	-2
Cc1ccc(S(=O)(=O)N2CC(C(=O)O)Oc3ccccc32)cc1 (configuration not stated)	5	2	7	1	2	0	2	7	0
CS(=O)(=O)CCSc1ncccc1C(=O)NCc1cccs1	-6	-4	·	-2	-2	0	2	·	3
O=C(NC(=S)N(CCO)Cc1ccccc1)c1ccc(S(=O)(=O)N2CCCC2)cc1	-2	-4	1	3	1	0	4	10	8
Cc1ccc(CNC(=O)CCc2c(C)nc3c(c(C)nn3-c3ccc(C)cc3)c2C)cc1	14	1	10	-1	3	3	-7	3	0
O=C(Nc1ccccc1C(=O)N1CCOCC1)c1ccncc1	10	1	-2	-4	-2	3	3	-1	0
O=C(Cn1cnc2c(nnn2-c2ccccc2)c1=O)N1CCOCC1	-9	2	13	-9	3	-10	-9	2	0
COc1ccc(C(=O)NC(=S)N2CCN(c3ccc([N+](=O)[O-])cc3)CC2)cc1	-5	5	0	-1	-1	-1	8	4	1
Cc1cc(=O)oc(C)c1C(=O)NC12CC3CC(CC(C3)C1)C2	2	-3	5	-2	-1	-4	4	5	-2

Pulled one by one from above, 2 records:
SMILES	PREPL inh	LYPLA2 inh	PAFAH1B3 FP inh	PAD4 inh	LYPLA1 counter	PME-1 primary	pPAFAH FP inh	PAFAH1B2 inh	GSTO1 counter
CSCCC(NC(=O)C1CCC(C)CC1)C(=O)O (configuration not stated)	-11	2	-3	-4	0	4	3	5	-2
Cc1ccc(C)c(NS(=O)(=O)c2csc(C(N)=O)c2)c1	-4	-2	4	-3	-1	9	6	8	1

Nothing new here: an excerpt of the list.
SMILES	PREPL inh	LYPLA2 inh	PAFAH1B3 FP inh	PAD4 inh	LYPLA1 counter	PME-1 primary	pPAFAH FP inh	PAFAH1B2 inh	GSTO1 counter
COC(=O)C1CSC(C(=O)OC)N1C(=O)CN1CCN(c2ccccc2)CC1 (configuration not stated)	-3	-1	4	-3	0	6	-4	0	-2
COc1ccc(/C(O)=C2/C(=O)C(=O)N(Cc3cccnc3)C2c2ccccn2)cc1 (configuration not stated)	-1	2	-1	2	3	-8	3	1	1
Cc1ccc(C(=O)N2CC3(C)CN(C(=O)c4ccc(C)cc4)CC(C)(C2)C3=O)cc1	0	1	5	6	2	-1	5	-2	2
Cc1cc2c(NCCc3ccccc3)ncnc2s1	2	1	4	5	3	-10	5	-7	-1
CC1CCN(c2ccccc2N)CC1	6	2	5	2	1	-6	3	8	0
CSCCC(NC(=O)C1CCC(C)CC1)C(=O)O (configuration not stated)	-11	2	-3	-4	0	4	3	5	-2
Cc1ccc(S(=O)(=O)N2CC(C(=O)O)Oc3ccccc32)cc1 (configuration not stated)	5	2	7	1	2	0	2	7	0
CS(=O)(=O)CCSc1ncccc1C(=O)NCc1cccs1	-6	-4	·	-2	-2	0	2	·	3
O=C(NC(=S)N(CCO)Cc1ccccc1)c1ccc(S(=O)(=O)N2CCCC2)cc1	-2	-4	1	3	1	0	4	10	8
Cc1ccc(CNC(=O)CCc2c(C)nc3c(c(C)nn3-c3ccc(C)cc3)c2C)cc1	14	1	10	-1	3	3	-7	3	0
O=C(Nc1ccccc1C(=O)N1CCOCC1)c1ccncc1	10	1	-2	-4	-2	3	3	-1	0
O=C(Cn1cnc2c(nnn2-c2ccccc2)c1=O)N1CCOCC1	-9	2	13	-9	3	-10	-9	2	0
COc1ccc(C(=O)NC(=S)N2CCN(c3ccc([N+](=O)[O-])cc3)CC2)cc1	-5	5	0	-1	-1	-1	8	4	1

New compounds follow.
SMILES	PREPL inh	LYPLA2 inh	PAFAH1B3 FP inh	PAD4 inh	LYPLA1 counter	PME-1 primary	pPAFAH FP inh	PAFAH1B2 inh	GSTO1 counter
COc1cc(/C=C/C(=O)OCC(=O)NC(C)c2ccccc2)cc(OC)c1OC (configuration not stated)	-1	·	8	3	·	·	5	3	·
Cc1ccc(-c2nn(-c3ccccc3)cc2/C=N/NC(=O)CSc2nnc(C)n2-c2ccccc2)cc1	-8	-25	-2	3	-19	-25	-9	-8	-23
O=C(c1cccc(-c2ccc(O)cc2)c1)N1CCOCC1	-1	8	7	2	3	1	4	-1	3
Cc1ccc(OCC(=O)N2CCC(N3CCCCCC3)CC2)cc1	23	2	6	-1	0	-3	9	1	-1
CN(Cc1ccccc1)C(=O)COC(=O)C12CC3CC(CC(Br)(C3)C1)C2	3	·	10	-5	·	·	2	42*	·
COc1ccc(-c2c[n+](CC(=O)c3ccccc3)c3n2CCCCC3)cc1	22	-1	-8	1	-2	0	-2	-1	2
CCOC(=O)/C(=N\Nc1ccccc1Cl)N1CCN(Cc2ccccc2)CC1	8	0	-4	1	-2	3	6	0	11
CCOc1ccccc1NC(=O)c1ccccc1N(C)S(=O)(=O)c1ccc(C)cc1	20	6	-4	-4	-1	2	-5	8	-2
O=[N+]([O-])c1cccc(S(=O)(=O)N2CN(c3ccc(Br)cc3)c3nc4ccccc4nc32)c1	21	·	2	0	·	·	4	-1	·
C=CCn1c(O)c(N=NC(=S)Nc2cccc(C)c2)c2ccccc21	24	7	8	1	5	0	15	-3	-6
